Assay outcomes deposited in PubChem by several laboratories.
LMP1 NFkB inh: EBV LMP1-driven NF-kappaB luciferase reporter inhibitors, primary screen, cell-based, luminescence, single point. LMP1-induced NF-kappaB luciferase reporter cells. inhibition, % at 12.5 µM. 350,000 compounds, 0.69% hits. AID 504558, 2011; in the data active means inhibition above about 41%;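 further: 0% = neutral control wells and 100% = reference inhibitor control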
NCOA3 inh: SRC3 coactivator transcriptional activity inhibitors, primary screen, cell-based, luminescence; HEK293 GAL4-SRC3 luciferase reporter; inhibition, % at 3.6 µM; 360,000 compounds, 0.17% hits;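 active means inhibition above a per-campaign cutoff, the mean of all compounds plus 3 SD, cut at about 60% in these data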;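 further: 0% = DMSO-treated cells and 100% = gossypol-treated cells at 36 µM; higher means less SRC3-driven luciferase light from the GAL4 reporter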
Target sequence (Q9Y6Q9 whole entry, looked up, the tested form may be a part): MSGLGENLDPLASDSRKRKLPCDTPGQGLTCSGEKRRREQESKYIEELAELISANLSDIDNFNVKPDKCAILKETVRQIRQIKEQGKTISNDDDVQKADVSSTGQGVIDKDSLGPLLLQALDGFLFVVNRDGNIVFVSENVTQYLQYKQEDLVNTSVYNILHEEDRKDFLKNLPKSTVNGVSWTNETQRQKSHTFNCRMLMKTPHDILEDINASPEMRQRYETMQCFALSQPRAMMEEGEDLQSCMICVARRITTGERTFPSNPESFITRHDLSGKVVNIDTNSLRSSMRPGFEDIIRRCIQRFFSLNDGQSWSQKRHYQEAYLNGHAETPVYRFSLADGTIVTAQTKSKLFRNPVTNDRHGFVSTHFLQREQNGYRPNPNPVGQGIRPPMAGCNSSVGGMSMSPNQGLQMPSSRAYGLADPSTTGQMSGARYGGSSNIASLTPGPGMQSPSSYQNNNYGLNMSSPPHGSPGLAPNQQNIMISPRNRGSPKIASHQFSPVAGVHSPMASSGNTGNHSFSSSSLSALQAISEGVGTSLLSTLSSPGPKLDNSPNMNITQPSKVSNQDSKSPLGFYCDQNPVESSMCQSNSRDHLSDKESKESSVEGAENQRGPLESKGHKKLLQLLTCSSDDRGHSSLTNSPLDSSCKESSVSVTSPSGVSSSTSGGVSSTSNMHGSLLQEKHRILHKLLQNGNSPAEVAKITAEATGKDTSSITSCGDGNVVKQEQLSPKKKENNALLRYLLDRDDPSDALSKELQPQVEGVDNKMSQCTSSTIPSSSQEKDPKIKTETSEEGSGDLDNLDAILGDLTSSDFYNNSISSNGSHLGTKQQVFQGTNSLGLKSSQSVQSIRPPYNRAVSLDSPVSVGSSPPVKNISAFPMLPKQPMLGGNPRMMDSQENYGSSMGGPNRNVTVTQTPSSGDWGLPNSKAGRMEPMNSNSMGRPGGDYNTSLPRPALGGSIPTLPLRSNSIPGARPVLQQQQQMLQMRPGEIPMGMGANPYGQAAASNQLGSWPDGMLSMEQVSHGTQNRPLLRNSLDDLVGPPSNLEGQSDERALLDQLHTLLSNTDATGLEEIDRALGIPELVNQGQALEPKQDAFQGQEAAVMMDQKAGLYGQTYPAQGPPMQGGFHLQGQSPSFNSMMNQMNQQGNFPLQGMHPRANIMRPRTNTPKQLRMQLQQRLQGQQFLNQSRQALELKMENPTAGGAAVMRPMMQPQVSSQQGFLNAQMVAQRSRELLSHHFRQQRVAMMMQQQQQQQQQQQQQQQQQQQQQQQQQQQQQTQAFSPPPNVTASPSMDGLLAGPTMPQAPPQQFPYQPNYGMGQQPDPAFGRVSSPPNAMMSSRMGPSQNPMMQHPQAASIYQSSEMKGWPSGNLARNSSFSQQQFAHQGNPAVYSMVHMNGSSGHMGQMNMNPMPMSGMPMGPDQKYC
MC4R barr agon: MC4R agonists recruiting beta-arrestin, primary screen, cell-based, luminescence, agonist arm of biased-ligand search | activation, % at 8.9 µM | U2OS MC4R beta-arrestin complementation; percent of melanotan II response, DMSO zero | 360,000 compounds, 0.98% hits | Melanocortin receptor 4 (Homo sapiens), P32245;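 active means activation above a per-plate cutoff, the mean activation of sample wells on that plate plus 3 SD, cut at about 8% in these data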
LRH-1 inv ag: LRH-1 (NR5A2) inverse agonists, primary screen, cell-based, luminescence, HEK293T, StAR-luciferase reporter. Nuclear receptor subfamily 5 group A member 2 (Homo sapiens), O00482. LRH-1 transfected, 24 h. inhibition, % at 3.6 µM. 360,000 compounds, 0.13% hits. AID 602396, 2012;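 active means inhibition above the mean inhibition of all tested compounds plus 3 SD, cut at about 73% in these data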;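 further: 0% = DMSO wells and 100% = reporter-only cells lacking LRH-1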
ABHD5-PLIN5 inh: ABHD5-PLIN5 interaction inhibitors, primary screen, cell lysate, split luciferase complementation, luminescence; Perilipin-5 (Homo sapiens) + 1-acylglycerol-3-phosphate O-acyltransferase ABHD5 (Homo …; Split G. princeps luciferase complementation, 4 h; inhibition, % at 4 µM; 360,000 compounds, 0.78% hits; AID 602281, 2012;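 active means inhibition above the mean inhibition across every tested compound plus 3 SD, cut at about 22% in these data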;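 further: 0% = DMSO only wells and the 100% control is not disclosed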
TLR9-MyD88 block: inhibitors of TLR9-MyD88 association in cells, primary screen, cell-based, CHO, BLA complementation, fluorescence; Toll-like receptor 9 (Homo sapiens) + Myeloid differentiation primary response protein …; CCF4 FRET ratio; inhibition, % at 4.98 µM; 340,000 compounds, 0.21% hits;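 active means inhibition above the mean over all tested compounds plus 3 SD, cut at about 21% in these data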;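 further: 0% = DMSO only wells and 100% = clavulanate BLA inhibitor control wells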
NOD2 RIPK2 PPI: NOD2-RIPK2 binding disruptors in cells, primary screen, fluorescence, CHO cells, BLA complementation. Receptor-interacting serine/threonine-protein kinase 2 (Homo sapiens), O43353. CCF4 ratio. inhibition, % at 4.98 µM. 360,000 compounds, 0.38% hits; in the data active means inhibition above about 21%;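 further: 0% = vehicle only and 100% = reference blocker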
COUP-TFII inh: NR2F2 transcriptional activity inhibitors, primary screen, cell-based, luciferase reporter, HEK293T, luminescence; COUP transcription factor 2 (Homo sapiens), P24468; HEK293T NGFI-A luciferase reporter; inhibition, % at 8.6 µM; 370,000 compounds, 0.7% hits; AID 686940, 2013;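 active means inhibition above a per-plate cutoff, mean inhibition of test wells between control levels plus 3 SD, cut at about 38% in these data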;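 further: cells cotransfected with COUP-TFII expression vector driving the NGFI-A reporter; 0% = median of COUP-TF2 test wells and 100% = reporter-only cells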
NCOA2 inhibitor: inhibition of GAL4-SRC2 driven luciferase reporter, primary screen, SRC2 inhibitor project, cell-based, luminescence | Nuclear receptor coactivator 2 (Homo sapiens), Q15596 | HEK293 GAL4-SRC2 luciferase reporter | inhibition, % at 9 µM | 370,000 compounds, 0.17% hits | AID 651957, 2012;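 active means inhibition above the mean inhibition of all tested compounds plus 3 SD, set per campaign, cut at about 52% in these data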;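 further: 0% = DMSO treated cells and 100% = cells given Gossypol at 36 µM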
MC4R antagonist: MC4R antagonists of cAMP signaling, primary screen, cell-based, TR-FRET, antagonist arm of biased-ligand search; Melanocortin receptor 4 (Homo sapiens), P32245; MC4R-expressing cells, MTII-stimulated cAMP, LANCE TR-FRET; inhibition, % at 6.5 µM; 360,000 compounds, 0.48% hits;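 active means inhibition above its plate's cutoff, the mean of tested wells on that plate plus 3 SD, cut at about 29% in these data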;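 further: 0% = Melanotan II alone and 100% = Melanotan II plus saturating MCL0020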
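System: U2OS-MC4R stable cell line; Technique: Eu-cAMP/anti-cAMP TR-FRET, emission 671 nm; Repeats: single well per compound; Also added: Melanotan II; Dosing: one concentration, 6.5 µM nominal; Schedule: 30-min compound, 1-h challenge, 1-h detection, room temperature.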
NCOA1 inh: SRC1 coactivator transcriptional activity inhibitors, primary screen, cell-based, luminescence; HEK293 GAL4-SRC1 luciferase reporter; inhibition, % at 3.6 µM; 360,000 compounds, 0.12% hits;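 active means inhibition above the campaign mean plus 3 SD, with each screening campaign given its own cutoff, cut at about 60% in these data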;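 further: 0% = DMSO treated cells and 100% = gossypol at 36 µM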
* = called active by the depositor; / = no result given.

LMP1 NFkB inh,NCOA3 inh,MC4R barr agon,LRH-1 inv ag,ABHD5-PLIN5 inh,TLR9-MyD88 block,NOD2 RIPK2 PPI,COUP-TFII inh,NCOA2 inhibitor,MC4R antagonist,NCOA1 inh,canonical_smiles
-4,5,-2.8,-21,-4,-8,-19,25,-9,17,-24,COc1cccc(N2CC(C(=O)Nc3nnc(SCC(=O)NC4CCCC4)s3)CC2=O)c1 (stereo unspecified)
-9,12,-2.8,-7,-3,-2,1,10,3,1,2,C=C(C)CSc1nc2ccccc2c(=O)n1-c1c(C)n(C)n(-c2ccccc2)c1=O
-17,-77,-0.6,-70,2,1,3,-16,-63,-3,-111,CC(=O)Nc1ccc(N/C=C/C(=O)c2ccco2)cc1
-31,1,-2.2,2,0,-4,-9,-2,6,4,-9,CCCc1nc2ccccc2c(C(=O)OCC(=O)N2CCc3ccccc32)c1CC
3,5,0.5,10,0,-2,7,-11,12,6,0,O=C(CN1CCCCC1)N1CCN(S(=O)(=O)c2ccccc2)C1
2,21,0.1,-2,-2,-1,-1,16,-4,14,-4,O=C(O)Cc1csc(-c2ccc(F)cc2)n1
5,4,-0.8,-10,-6,-8,-7,4,-9,-2,-22,COc1cc(C(=O)OC2CCN(C)CC2)cc(OC)c1OC
1,3,-1.9,-6,-3,1,-6,-5,-2,12,12,C=C(CCO)C1=CCN(S(=O)(=O)C(C)(C)C)[C@@H]1CCO
/,9,/,15,5,/,-3,-5,12,/,21,CSc1nc(N)n2nccc2n1
-13,-56,-1.9,-89,-2,-6,-3,-32,-37,3,-78,CCc1ccc(C(=O)NC2CCCCC2)s1
1,-60,-0.1,-99,-1,-1,3,-67,-27,3,-71,Cc1ccsc1C(=O)OCC(=O)N1CCc2ccccc2C1
-7,13,-1.5,-33,9,0,8,-15,13,-2,4,CC(=O)c1ccc(N2CCN(C(C)C(=O)Nc3ccc4c(c3)OCCO4)CC2)cc1 (stereo unspecified)
9,9,-0.8,-3,-1,-10,-5,8,-15,1,-11,O=C(CC1(c2ccc(Cl)cc2)C2CC3CC(C2)CC1C3)NCCO (stereo unspecified)
-45,-122,2.5,-166,-4,-3,-3,-34,-23,-1,-108,Oc1ccccc1N1CCN(c2ccc3ccccc3n2)CC1
-8,-17,1.9,4,-1,10,-5,1,6,9,0,COc1ccc(NC(=O)CCNC(=O)Cn2cnc3ccccc3c2=O)cc1OC
/,/,/,2,7,/,-7,6,7,/,/,CCCc1c(-c2ccccc2Br)ncn1Cc1ccccc1OC
3,5,-0.8,19,2,1,2,-15,-74,2,13,COC(=O)c1ccc(OCc2cc(=O)n3ccsc3n2)cc1
5,8,-0.7,6,4,-5,3,-17,1,13,-6,CC(=O)c1ccc(N(CC(=O)NC2CCCC2)C(=O)CNC(=O)c2ccco2)cc1
6,-2,0.1,3,9,-2,1,/,/,-3,2,COC(=O)C1CCN(C(=O)COC(=O)c2cc(-c3ccccc3)nc3ccc(OC)cc23)CC1
16,18,-1.4,-5,-8,-4,4,7,-3,2,6,CCOC(=O)C1=CC[C@@H](c2cccc(C)c2)N(S(=O)(=O)c2ccc(C)cc2)[C@H]1C(=O)OCC
/,8,0.4,18,-4,/,3,-16,7,-19,0,CC(=O)Nc1cccc(-c2ccnc3c2CC(C)(C(=O)NCc2ccco2)O3)c1 (stereo unspecified)
4,13,-2.7,0,-1,-1,-12,-3,19,6,21,COCCN(Cc1ccccc1)C(=O)c1cc(S(=O)(=O)N2CCCCCC2)ccc1OC
-2,13,-0.5,3,-4,-3,3,5,-5,-8,16,CCOC(=O)C1CCCN(CCC(=O)Nc2cc(C)cc(C)c2)C1 (stereo unspecified)
1,11,0.4,-13,2,7,-5,-13,-4,6,-9,C[C@H]1CN([C@@H](C)CO)C(=O)c2cc(NC(=O)C3CCCCC3)ccc2O[C@H]1CN(C)CC1CCCCC1
0,13,-2.3,-12,-3,4,-2,-15,-9,35*,-3,O=C(CNC(=O)c1ccc(Cl)cc1Cl)OCC(=O)N1CCCC1=O
3,-12,-1.1,3,-6,-3,-10,18,-2,-1,4,Cc1c(Cl)cccc1NC(=S)N(CCN(C)C)C(C)c1ccccn1 (stereo unspecified)
6,11,-0.6,2,4,5,-1,-14,-6,-1,6,C/C(CCc1ccccc1)=N\NC(=O)c1ccc(CN2CCOCC2)cc1
/,24,/,31,2,/,-8,32,16,/,-3,CCCCC1CC2=C(C(=O)OC(C)(C)O2)C(c2cccc3ccccc23)O1 (stereo unspecified)
0,9,-3.2,4,6,0,-6,-20,6,6,8,COc1ccc(-c2cc(C(F)F)n3ncc(C(=O)Nc4c(C)n(C)n(-c5ccccc5)c4=O)c3n2)cc1
0,-11,-0.7,-8,-7,2,3,-26,-23,22,11,CC1CC(C)CN(C(=O)COC(=O)c2cc(S(=O)(=O)N3CCOCC3)ccc2F)C1 (stereo unspecified)
10,-2,-2.9,-21,7,-8,-3,4,31,6,-2,CC1CCN(S(=O)(=O)c2cccc(C(=O)N3CCN(c4ccc(F)cc4)CC3)c2)CC1
-8,8,-2.3,7,-2,-3,0,-7,19,-2,5,COC(=O)C(C(=O)Nc1cccc(C)n1)C1CCCCCC1 (stereo unspecified)
-7,4,0.3,-23,2,-9,11,6,24,9,5,CCN1CCC(CN2CCNC2=S)CC1
-17,-17,0.6,-24,3,3,-3,-26,-52,1,-58,CCCc1ccc2oc(C(=O)N3CCC(O)CC3)c(C)c2c1
1,4,-1.5,4,-6,2,2,12,-14,8,9,CCN(CCCNC(=O)CC(C(=O)N1CCc2ccccc21)n1ccnc1)c1ccccc1 (stereo unspecified)
2,7,-2.7,0,2,9,-10,-1,-4,7,-28,COc1ccc(/C(C)=N/OCC(=O)Nc2nc3ccccc3s2)cc1OC
-2,-3,0.1,7,5,-2,-6,8,-15,22,-5,Cn1c(=O)c(=O)n(C)c2cc(S(=O)(=O)CCC(=O)Nc3ccc(F)cc3)ccc21
/,/,/,17,-1,/,3,14,5,/,/,O=C(NCc1ccccc1)C(c1ccc(-c2ccccc2)cc1)N1CCN(C(=O)C2CCCO2)CC1 (stereo unspecified)
/,-33,1.3,19,1,/,1,-2,7,3,-2,CCCNC(=O)Nc1nc(C(N)c2ccc(OC)cc2)cs1 (stereo unspecified)
-5,-3,-2.1,15,1,-5,-9,/,/,18,8,COc1cc2c3nnc(-c4ccc(F)cc4)c-3cn(Cc3cccc(F)c3)c2cc1OC
3,-2,-3.4,-5,-2,-2,-7,18,-22,-1,-16,COC(=O)c1ccc(NC(=O)C2CCCN2C(=O)OCc2ccccc2)cc1 (stereo unspecified)
0,10,-1.8,-5,-3,1,2,7,-33,14,-3,CCNC(=S)NNC(=O)c1ccccc1Cl
4,-8,0.3,-18,-1,-9,-10,10,23,8,9,CCCCN1C[C@H](CSC)[C@@H](CC(=O)Nc2ccc(Br)cc2)C1=O
-6,12,-1.3,3,-5,3,-10,15,-4,1,-7,CCN(c1ccccc1)S(=O)(=O)c1ccc(C(=O)NCc2ccccn2)cc1
4,18,-3.3,19,-10,-5,-7,-12,10,0,9,CCOC(=O)C1=c2/c(=C/c3ccncc3)c(N)c(C(=O)OC)n2C(=O)C(c2ccncc2)S1 (stereo unspecified)

Another view of seven compounds above.
molecule	LMP1 NFkB inh	NCOA3 inh	MC4R barr agon	LRH-1 inv ag	ABHD5-PLIN5 inh	TLR9-MyD88 block	NOD2 RIPK2 PPI	COUP-TFII inh	NCOA2 inhibitor	MC4R antagonist	NCOA1 inh
COc1ccc(/C(C)=N/OCC(=O)Nc2nc3ccccc3s2)cc1OC	2	7	-2.7	0	2	9	-10	-1	-4	7	-28
CCN(c1ccccc1)S(=O)(=O)c1ccc(C(=O)NCc2ccccn2)cc1	-6	12	-1.3	3	-5	3	-10	15	-4	1	-7
Cn1c(=O)c(=O)n(C)c2cc(S(=O)(=O)CCC(=O)Nc3ccc(F)cc3)ccc21	-2	-3	0.1	7	5	-2	-6	8	-15	22	-5
O=C(NCc1ccccc1)C(c1ccc(-c2ccccc2)cc1)N1CCN(C(=O)C2CCCO2)CC1 (stereo unspecified)	/	/	/	17	-1	/	3	14	5	/	/
CCCNC(=O)Nc1nc(C(N)c2ccc(OC)cc2)cs1 (stereo unspecified)	/	-33	1.3	19	1	/	1	-2	7	3	-2
COc1cc2c3nnc(-c4ccc(F)cc4)c-3cn(Cc3cccc(F)c3)c2cc1OC	-5	-3	-2.1	15	1	-5	-9	/	/	18	8
CCCc1ccc2oc(C(=O)N3CCC(O)CC3)c(C)c2c1	-17	-17	0.6	-24	3	3	-3	-26	-52	1	-58

Further structures
LMP1 NFkB inh,NCOA3 inh,MC4R barr agon,LRH-1 inv ag,ABHD5-PLIN5 inh,TLR9-MyD88 block,NOD2 RIPK2 PPI,COUP-TFII inh,NCOA2 inhibitor,MC4R antagonist,NCOA1 inh,canonical_smiles
-5,24,-1.5,-12,-4,-10,6,-28,-21,8,-29,CCOC(=O)C1CCN(C(=O)c2ccc3c(c2)S(=O)(=O)c2ccccc2C3=O)CC1
-9,-1,0.5,-7,-3,0,-2,15,-18,3,-6,Cc1ccc(C(=O)NCCNC(=O)COc2ccccc2Cl)cn1
-7,-12,1.0,-11,2,4,-18,-2,8,-6,-6,O=C(Nc1ccc(C(=O)O)cc1)/C(=C\c1ccccc1)NC(=O)c1ccco1
2,-21,-0.5,-11,-5,2,-6,-11,-9,6,14,Fc1ccccc1CN1CCCCCCC1
-6,13,-0.9,13,-7,-6,-4,-10,13,-3,9,Cn1c(Cn2c(=O)sc3ccccc32)nnc1SCC(=O)NCc1ccc2c(c1)OCO2
-10,-13,2.0,7,-1,-9,-14,22,-20,-1,3,CC(C)c1ccc2oc(=O)cc(CN3CCN(Cc4ccccc4)CC3)c2c1
1,8,1.1,1,-2,10,4,2,-14,12,3,Cc1ccc(C(=O)NC(C)c2ccccc2)cc1Br (stereo unspecified)

These rows are one share of the data; rates above refer to the full screens.
